High-throughput results (PubChem BioAssay)
AddAB inh: less growth of phage-infected E. coli with AddAB; inhibition, % at 11.9 µM; AID 435030; E. coli expressing H. pylori AddAB, absorbance growth; 330,000 tested, 0.29% active; in the data active = inhibition above about 12%;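 also: 0% = vehicle wells of infected cells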
Rtt109 Vps75: inhibitors of Candida albicans Rtt109/Vps75 histone acetyltransferase | purified Rtt109/Vps75, ThioGlo CoA-SH fluorescence, 4 h | Q5AAJ8 | 330,000 tested, 0.16% active | inhibition, % at 34.9 µM;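 active = inhibition of at least 50% in every replicate; inconclusive = best replicate reaches 50% inhibition but some replicates fall short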
Target sequence (Q5AAJ8 whole entry, looked up): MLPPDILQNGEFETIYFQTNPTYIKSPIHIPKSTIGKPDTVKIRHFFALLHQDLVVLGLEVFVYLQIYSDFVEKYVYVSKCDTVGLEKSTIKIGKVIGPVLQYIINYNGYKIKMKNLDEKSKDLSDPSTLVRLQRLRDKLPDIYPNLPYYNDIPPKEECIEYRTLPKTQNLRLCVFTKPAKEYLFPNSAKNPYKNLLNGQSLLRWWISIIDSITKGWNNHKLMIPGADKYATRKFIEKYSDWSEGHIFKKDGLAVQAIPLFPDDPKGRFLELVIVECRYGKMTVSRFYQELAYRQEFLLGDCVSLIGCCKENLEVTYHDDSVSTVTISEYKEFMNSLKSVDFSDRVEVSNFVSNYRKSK
Ecoli viability: counter-screen for AddAB inhibitors: E. coli growth inhibition. 330,000 tested, 0.27% active. inhibition, % at 11.9 µM. E. coli V3065 growth, OD600 absorbance, 18 h. AID 449728;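 active = inhibition above the campaign's mean inhibition across all tested compounds plus 3 SD, cut at about 9.9% in these data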;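 also: uninfected addAB+ strain grown without phage in ampicillin broth; 0% = DMSO wells and 100% = ciprofloxacin 0.95 µg/ml wells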
CAL PDZ FP: human CAL PDZ-peptide interaction inhibition | Q9HD26 | purified CAL PDZ, TMR-peptide fluorescence polarization, 1 h | inhibition, % at 20 µM | 330,000 tested, 0.02% active | AID 504414;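 active = highest replicate inhibition of at least 40%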;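 also: plate controls were DMSO neutral control wells for no effect and unlabeled competitor peptide control wells for full effect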
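Material: tagged CAL PDZ protein CerCALP, purified; buffer or medium: sodium phosphate/NaCl buffer pH 7.4 with TCEP, IgG, Thesit; also added: fluorescent TMR peptide probe; schedule: 1 h incubation at room temperature before polarization reading; technique: fluorescence polarization from S- and P-plane intensities, G-factor corrected; control set: unlabelled peptide and DMSO controls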
PfHsp90 set2: reduces growth (ATP signal) of yeast expressing P. falciparum Hsp90 | S. cerevisiae expressing PfHsp90, BacTiter-Glo ATP, 48 h; yeast lacking PDR1 and PDR3 efflux regulators | inhibition, % at 9.4 µM | 310,000 tested, 0.32% active;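 active = every replicate shows inhibition above about 80%, whatever the replicate mean, limit read from the data; inconclusive = mean inhibition reaches the set limit but some replicate falls short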;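 also: 0% = DMSO neutral controls and 100% = 20 µM radicicol positive controls; yeast relying on Plasmodium falciparum Hsp90 in place of its own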
Tat transport: E. coli Tat transport inhibition | inhibition, % at 10 µM | 340,000 tested, 0.036% active | E. coli MC4100 TorA-mCherry Tat export, fluorescence | AID 488895;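 active = mean replicate inhibition at least 50% and at least half of replicates individually reaching 50%; inconclusive = only one of the two criteria met; inactive = neither criterion met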;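 also: exported cargo escapes ClpAP degradation while cytoplasmic cargo is degraded and loses fluorescence; 0% = median of neutral control wells and 100% = median of NaSCN control wells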
DAGLB inh: blocks human DAGLB lipase activity. Q8NCG7. HEK293T DAGLB membrane lysate, EnzChek fluorogenic substrate. inhibition, % at 5.17 µM. 340,000 tested, 0.059% active. AID 504411; in the data active = inhibition above about 34%;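 also: 0% = enzyme with vehicle and 100% = wells lacking enzyme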
Target sequence (Q8NCG7 whole entry, looked up): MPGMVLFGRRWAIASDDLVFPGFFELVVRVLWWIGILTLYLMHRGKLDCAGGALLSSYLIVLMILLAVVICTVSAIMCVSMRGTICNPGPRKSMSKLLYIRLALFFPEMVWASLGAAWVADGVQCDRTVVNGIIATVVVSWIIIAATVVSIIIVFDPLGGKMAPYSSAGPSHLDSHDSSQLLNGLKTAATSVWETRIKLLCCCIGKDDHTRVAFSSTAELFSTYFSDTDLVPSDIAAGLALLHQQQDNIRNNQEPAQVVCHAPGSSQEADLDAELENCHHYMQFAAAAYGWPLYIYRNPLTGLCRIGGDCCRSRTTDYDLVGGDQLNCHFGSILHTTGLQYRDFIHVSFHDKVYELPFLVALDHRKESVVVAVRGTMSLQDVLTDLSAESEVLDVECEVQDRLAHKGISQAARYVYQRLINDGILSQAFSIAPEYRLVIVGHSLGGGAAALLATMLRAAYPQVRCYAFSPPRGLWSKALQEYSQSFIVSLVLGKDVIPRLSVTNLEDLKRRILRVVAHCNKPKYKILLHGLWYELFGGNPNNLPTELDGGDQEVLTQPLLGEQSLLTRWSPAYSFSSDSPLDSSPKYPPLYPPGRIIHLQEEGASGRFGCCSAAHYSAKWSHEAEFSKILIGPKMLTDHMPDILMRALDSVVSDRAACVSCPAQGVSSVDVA
Wnt act: activates Wnt/beta-catenin signaling in a reporter cell assay; 300,000 tested, 1.2% active; activation, % at 9.35 µM; activator, plate reader; AID 743398; in the data active = activation above about 30%, passing the limit was not always enough; inconclusive = no clear call, values can overlap the other calls;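 also: 0% = neutral control wells and 100% = positive control wells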
PvdQ inh: blocks Pseudomonas aeruginosa PvdQ acylase activity; inhibition, % at 10 µM; 340,000 tested, 0.063% active; purified PvdQ acylase, fluorescence plate reader; in the data active = inhibition above about 30%, passing the limit was not always enough; inconclusive = no clear call, values can overlap the other calls;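 also: 0% = vehicle neutral wells and 100% = reference inhibitor wells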
phage Ecoli inh: E. coli growth loss with phage present; growth absorbance; inhibition, % at 11.9 µM; 360,000 tested, 0.26% active; in the data active = inhibition above about 11%
Numbers without * were called inactive; ? = inconclusive; . = no result given.

structure	AddAB inh	PfHsp90 set2	Rtt109 Vps75	phage Ecoli inh	DAGLB inh	Tat transport	CAL PDZ FP	Ecoli viability	PvdQ inh	Wnt act
Cc1ccc(C(=O)CCS(=O)(=O)c2ccc(F)cc2)cc1	-0.6	6	-3	3.1	2	-37	-0.1	0.1	-6	-1
CCN(C(=O)C(C)OC(=O)CCCNC(=O)c1ccc(Cl)cc1)c1ccccc1 (stereo not given)	2.6	.	-5	2.4	2	1	-0.9	2.9	-11	-3
CCC(C)COC(=O)c1ccc(C(=O)O)cc1 (stereo not given)	0.8	39	-6	4.0	0	-3	-2.7	-0.4	1	.
COc1cc(/C=C2/NC(=O)N(CC(=O)Nc3cccc(C)c3)C2=O)ccc1OCC(N)=O	0.2	-2	4	5.4	-1	-10	-0.5	-1.5	2	-3
O=[N+]([O-])c1cccc(Nc2c3ccccc3nc3ccccc23)c1	2.3	10	.	6.5	2	-15	-2.0	1.0	3	1
O=C(N=C1SC2CS(=O)(=O)CC2N1Cc1ccccc1Cl)C1CCCO1 (stereo not given)	3.2	-5	27	3.6	-3	6	-0.8	-2.6	1	-2
CN1OC[C@@H]2CN(C(=O)C(C)(C)C)[C@H](c3cccc(N4CCOCC4)c3)C[C@@H]21	.	20	5	0.2	-5	-8	1.9	.	15	-1
O=C(Cn1ncc2c1-c1ccccc1OC2)N(Cc1ccco1)C1CCCCC1	2.0	-9	11	0.6	-3	-4	-0.1	-1.5	-9	1
COc1ccccc1OCC(=O)N1CCN(c2ccccc2OC)CC1	2.7	-12	-45	1.0	-2	-4	-2.3	1.2	-11	.
C/C(=N\Nc1cccc(Cl)c1)C1(C)N(O)C(C)(C)C(c2ccco2)=[N+]1[O-] (stereo not given)	0.2	-6	6	0.5	-5	-10	-0.5	0.3	-6	-6
CSc1ccc(/C=C(\NC(=O)c2ccc(C)cc2)C(=O)Nc2cccc(C)c2)cc1	2.9	-2	-1	-1.3	0	-3	-0.3	-1.9	-10	.
CCOC(=O)c1cc(S(=O)(=O)Nc2ccc(OC)cc2OC)cn1C	0.6	4	8	3.0	-2	4	-0.6	0.4	-1	-2
CCC1Nc2ncnc(N3CCCCC3)c2N(Cc2ccc(Cl)cc2)C1=O (stereo not given)	0.7	14	6	1.5	1	2	-0.4	-0.3	-6	-2
CCCN1CCc2c(sc(NC(=O)c3ccc(S(=O)(=O)N(C)c4ccccc4)cc3)c2C(=O)NC)C1	0.9	4	-15	-0.1	-7	7	-1.2	1.5	-6	-1
Cc1ccc2c(c1)N(C(=O)CCC(=O)Nc1ccccc1Cl)CC(C)O2 (stereo not given)	-1.3	-59	-2	2.2	-2	-5	-0.8	1.7	-6	-3
CCN(CC)C(=O)CCc1nnc(CCc2c[nH]c3ccccc23)o1	2.7	-25	4	1.5	-2	-10	-1.4	1.0	-10	29
COc1ccc(CN(CC2CCC(C(=O)O)CC2)C(=S)Nc2cc(C)ccc2C)cc1 (stereo not given)	.	-34	9	1.2	4	2	-7.9	.	-1	0
O=C(CCC(=O)N(CC(=O)NC1CCCC1)c1cccc(F)c1)Nc1nccs1	-0.8	-12	-18	1.8	3	13	-1.2	0.9	-5	0
CCOC(=O)c1c(NC(=O)CN2CCCCC2)sc2c1CCN(C(=O)OCC)C2	-2.1	-13	-1	2.4	-8	3	-3.4	-2.3	-11	-3
CC(C)CN1CCN(Cc2cn(C)c3ccccc23)CC1CCO (stereo not given)	5.8	-3	0	-2.5	-3	-8	0.0	-0.5	-14	0
O=C(Nc1cccc(NC(=O)C2CCCO2)c1)c1ccco1 (stereo not given)	2.7	35	1	4.6	3	-9	-3.2	2.0	-15	9
O=C(CSCC(=O)Nc1cccc([N+](=O)[O-])c1)Nc1ccccc1	3.3	33	8	-2.0	0	1	0.6	-0.3	-12	.
CC(C)Oc1ccc(/C=N/NC(=O)c2nnn(-c3nonc3N)c2CN(C)C2CCCCC2)cc1	3.8	11	-2	2.4	-1	1	0.1	1.4	-10	-1
Cc1nc(C(=O)Nc2cc(Cl)ccc2Cl)nn1-c1cc(OC(C)C)c(Cl)cc1Cl	1.6	-21	-3	3.0	-1	-9	-1.9	0.8	3	-9
COc1ccc(N(CCC(=O)O)S(=O)(=O)c2ccc(C)cc2C)cc1	0.2	16	2	2.0	-2	-5	-2.0	-0.2	-2	0
COc1cc(Cl)ccc1OCc1cc(C(=O)N(C)CCc2c(C)n[nH]c2C)no1	-0.5	-15	-7	1.2	2	-4	-2.5	0.3	-20	-2
Cc1cccc(NC(=O)CCn2cnnn2)c1	5.1	20	-24	2.6	6	-11	-0.5	-0.9	-22	0
COc1ccc(S(=O)(=O)Nc2c(C)cc(C)cc2C)c2cccnc12	-2.1	19	1	1.3	-1	-1	-1.4	-0.8	-13	-6
Cc1cc(C)n2nc(SC(C)C(=O)NCc3ccco3)nc2n1 (stereo not given)	-0.6	-20	6	1.9	0	1	-0.5	-2.0	1	-2
Cc1[nH]nc(-c2ccc(OCc3cnn(-c4ccccc4)c3)cc2O)c1Oc1ccc(Cl)cc1	1.5	-9	-13	2.4	-4	-6	0.6	2.5	6	.
CN(C)CCNC(=O)Cn1c(=O)c2cccn2c2ccc(F)cc21	.	-6	-1	3.5	0	-5	-0.2	.	-23	5
O=C(CSc1nnc(-c2cccs2)n1Cc1ccco1)Nc1ccc2c(c1)OCO2	-2.0	-5	1	3.2	-1	-4	-1.1	2.0	-13	.
O=C(N[C@@H](Cc1c[nH]c2ccccc12)C(=O)NC1CC1)c1ccccc1Cl	3.3	10	-1	1.3	1	-4	-1.1	0.7	1	16
CCOC(=O)c1[nH]c2ccccc2c1NC(=O)CCN1CCN(C(=O)OCC)CC1	3.4	11	-2	2.2	-1	1	-2.2	2.9	-7	-2
CN(CC(=O)NC(=O)NCc1ccccc1)CC(=O)Nc1ccc(Cl)c(Cl)c1	3.0	2	-2	1.2	0	12	-2.0	1.8	-10	-7
Cc1ccc(S(=O)(=O)NCCC(=O)NC(C)CCc2ccccc2)cc1 (stereo not given)	-7.2	-22	5	3.9	1	-4	-0.4	-0.4	-18	2
CCN(CC)CCn1c2c(c(SCC(=O)NCc3ccccc3)nc1=O)CCC2	-2.0	16	-2	-0.5	1	0	-0.5	-1.2	-15	-1
CCOCCCNCc1ccc(OC)cc1	0.4	.	0	2.1	1	-14	0.7	1.9	-5	.
Cc1cc(NC(=O)COC(=O)c2cc([N+](=O)[O-])ccc2N2CCOCC2)ccc1Br	0.6	.	-8	1.5	-1	34	-3.8	-0.5	2	-11
Cc1c(CCOC(=O)C23CC4CC(CC(C4)C2)C3)sc[n+]1Cc1ccccc1	0.4	17	4	1.6	-2	1	-0.2	-0.9	-10	0
COC(=O)c1ccc(C23CC4(C2)[C@H](CN(C)[C@@H]4c2ccccc2)C3c2ccccc2)cc1 (stereo not given in full)	0.0	.	-4	2.5	-3	3	-0.1	-3.6	-4	-1
Cc1ccc(F)cc1NC(=O)c1ccc(NS(=O)(=O)c2ccc(Br)s2)cc1	2.0	-9	6	4.3	3	9	-0.4	-0.5	-3	.
COc1ccc(NC(=O)C(c2cc3c(cc2[N+](=O)[O-])OCO3)N2CCN(C=O)CC2)cc1 (stereo not given)	-0.9	20	3	4.5	-1	-14	-1.4	-1.9	?	-2
O=C(CCc1ccccc1)NCCS(=O)(=O)N1CCN(c2ccccc2)CC1	4.1	1	-14	4.0	0	3	-2.7	1.7	-10	0
CCN(CC)C(=O)CN1CCC(n2c(C)nc3cc(C(F)(F)F)ccc32)CC1	2.8	.	10	2.8	-2	-6	0.2	-1.3	0	-2
CCOc1ccc(N(CC(=O)NC2CCCC2)S(=O)(=O)c2ccccc2)cc1	2.9	12	-2	0.2	-2	14	-2.7	-2.3	-7	1
CC(=O)c1sc(N/N=C/c2ccc(C(C)C)cc2)nc1C	3.3	-13	-1	0.6	-1	-3	-1.1	2.0	-11	-1
NC(=O)C1CCN(c2nc(C3CC3)nc3c2nnn3Cc2ccccc2)CC1	1.4	-14	-2	3.6	0	3	-0.5	-0.8	3	.
COc1cccc(CN(C)CC(=O)NNC(=O)c2ccc(Cl)cc2)c1	4.2	-2	-3	1.0	1	16	-0.4	-0.3	?	.
O=C(Nc1ccccc1C(F)(F)F)c1c(F)cccc1Cl	1.0	1	.	5.3	-1	5	-1.6	-1.8	0	3

New compounds follow:
structure	AddAB inh	PfHsp90 set2	Rtt109 Vps75	phage Ecoli inh	DAGLB inh	Tat transport	CAL PDZ FP	Ecoli viability	PvdQ inh	Wnt act
Cc1ccc(NC(=S)c2ccc(N(C)C)cc2)cc1	2.2	1	-9	2.7	-1	-10	-1.3	2.6	-4	46*
CN(C)C(CNC(=O)c1cccc(S(=O)(=O)Nc2ccc(SC(F)F)cc2)c1)c1ccccc1 (stereo not given)	.	.	0	-0.9	2	4	-0.8	.	-10	15
CC(CNC(=O)c1ccc(OC2CCN(Cc3ccccn3)CC2)cc1)Oc1cccnc1 (stereo not given)	1.1	15	14	1.6	-2	4	-2.0	-0.7	-1	-2
COc1ccccc1OCCC(=O)OCC(=O)Nc1ccc2c(c1)OCCO2	0.9	3	2	-0.4	-7	-2	0.9	0.4	-1	-2
Cc1nc(N2CCN(c3ccccn3)CC2)c2c(C)c(C(=O)N3CCN(c4ccc(F)cc4)CC3)sc2n1	2.0	-2	14	3.0	0	-4	-0.5	0.3	11	-3
Fc1ccc(C(CCNCc2ccccn2)c2ccc(Cl)cc2)cc1 (stereo not given)	-2.2	-1	15	.	2	8	-1.2	-4.1	-5	.
CCOC(=O)C1=C(CNCCOc2ccc(OC)cc2)NC(=O)NC1c1ccc2c(c1)OCO2 (stereo not given)	3.8	.	0	-0.3	0	1	0.0	-2.3	-9	-2
CN(C)S(=O)(=O)c1ccc(C(=O)OCC(=O)c2ccc3c(c2)NC(=O)CO3)cc1	-3.5	7	.	1.8	-4	7	-2.0	-1.2	5	2
O=C(O)c1c[nH]c2cc(C(F)(F)F)ccc2c1=O	4.8	3	2	.	-1	5	1.2	3.9	-15	.
Cn1cccc1CC(=O)N/N=C/c1ccco1	2.5	-4	-6	3.3	.	6	-0.9	1.5	-8	2
COC(=O)C(Cc1cnc(Cl)s1)(C(=O)OC)c1ccccc1[N+](=O)[O-]	-2.0	-17	.	3.0	-4	11	0.1	-0.6	7	22
O=S(=O)(Nc1ccccc1Cl)c1ccc(-c2ccccn2)s1	3.2	-11	-7	1.1	1	5	-0.4	3.1	-15	5
COc1cc(/C=C2\C(=N)N3N=C(S(C)(=O)=O)SC3=NC2=O)cc(OC)c1OCCOc1cccc(C)c1	-1.0	-7	7	-0.3	1	3	-1.0	1.7	6	-1
O=C(CCC1CC(=O)Nc2ccccc21)NCc1cccnc1 (stereo not given)	-0.8	-3	-2	2.5	-2	2	-1.4	-0.5	-3	-2
